HTR1E antagonist – blocks the human 5-HT1E serotonin receptor | 0.99% of 65,000 active | CHO 5-HT1E Ga15 NFAT-bla reporter, FRET, antagonist | P28566 | inhibition, % at 6 µM;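 active = inhibition above a set limit, the mean inhibition across every tested compound plus 3 SD, cut at about 29% in these data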;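 also: signal is the 460 over 535 nm emission ratio of beta-lactamase substrate; 0% = agonist plus DMSO wells and 100% = wells without agonist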
Target sequence (P28566 whole entry, looked up): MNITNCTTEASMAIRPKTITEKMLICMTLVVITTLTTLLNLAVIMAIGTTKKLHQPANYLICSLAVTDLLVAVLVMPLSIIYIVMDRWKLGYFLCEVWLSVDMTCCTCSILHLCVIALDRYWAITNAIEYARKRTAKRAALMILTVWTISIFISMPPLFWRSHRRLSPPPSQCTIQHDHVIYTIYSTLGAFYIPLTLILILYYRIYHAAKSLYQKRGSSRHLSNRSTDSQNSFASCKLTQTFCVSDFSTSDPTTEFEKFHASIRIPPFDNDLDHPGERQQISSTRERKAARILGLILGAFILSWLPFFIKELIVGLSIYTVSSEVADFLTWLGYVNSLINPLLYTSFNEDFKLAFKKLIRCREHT
M1 ag – M1 muscarinic receptor agonism; CHO-M1 cells, Fluo-4 calcium fluorescence, agonist mode; stronger effect = higher value; 3% of 64,000 active; AID 626; B-score at 10 µM;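 active = fluorescence rise, raw or as B-score row- and column-corrected plate score, outside the 99.7% band of its plate's samples, either direction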
5HT1E ag – 5-HT1E (human) receptor agonism; CHO 5-HT1E Ga15 NFAT-bla reporter, FRET; 0% DMSO wells, 100% control agonist wells; activation, % at 6 µM; 0.69% of 65,000 active; AID 574;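 active = activation above a set limit, the screen-wide mean activation plus 3 SD, cut at about 8.5% in these data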;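 also: 100% = positive control agonist at 1 µM giving full maximal response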
Jurkat viability – cytotoxic compounds reducing Jurkat cell viability; 1.2% of 56,000 active; inhibition, % at 4 µM; AID 463; Jurkat E6.1 viability, ATP luminescence, 48 h;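 active = inhibition above the mean inhibition of all tested compounds plus 3 SD, cut at about 28% in these data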
M1 antag – blocks the rat M1 muscarinic receptor response to acetylcholine. P08482. B-score at 10 µM. 3.4% of 64,000 active. CHO-M1 cells, Fluo-4 calcium, ACh EC80 antagonist mode; stronger effect = lower value;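 active = calcium fluorescence response, raw or row-and-column corrected B-score, differing from the plate sample mean either way at a set confidence level, mostly lower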
HER2 expr 66K – Her2 kinase expression inhibition. AID 645. HER2 level % of control, % at 10 µM. SKBR-3 HER2 protein level, AlphaScreen, 18-24 h; stronger effect = lower value. 0.69% of 65,000 active. P04626;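 active = HER2 level under 5% of the carrier-only control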;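 also: 100% = DMSO carrier and 0% = 500 nM PU-H71 HSP90 inhibitor; lower value means stronger loss of Her2 protein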
S1P1 ag pot – agonists and agonism potentiators of human S1P1 receptor; P21453; S1P1 CRE-bla cells, forskolin, beta-lactamase FRET, potentiator mode; S1P1 agonist co-added at EC20, 2 nM; 100% = saturating reference agonist, 0% = basal; activation, % at 9.5 µM; 0.57% of 56,000 active;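 active = activation above a cutoff set at the mean activation of all tested compounds plus 3 SD, cut at about 54% in these data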;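 also: forskolin at 4 µM as EC80 and the EC20 agonist is SEW2871; 100% = SEW2871 at its EC100 plus forskolin at EC80; some compounds past the cut are filed as inactive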
Target sequence (P21453 whole entry, looked up): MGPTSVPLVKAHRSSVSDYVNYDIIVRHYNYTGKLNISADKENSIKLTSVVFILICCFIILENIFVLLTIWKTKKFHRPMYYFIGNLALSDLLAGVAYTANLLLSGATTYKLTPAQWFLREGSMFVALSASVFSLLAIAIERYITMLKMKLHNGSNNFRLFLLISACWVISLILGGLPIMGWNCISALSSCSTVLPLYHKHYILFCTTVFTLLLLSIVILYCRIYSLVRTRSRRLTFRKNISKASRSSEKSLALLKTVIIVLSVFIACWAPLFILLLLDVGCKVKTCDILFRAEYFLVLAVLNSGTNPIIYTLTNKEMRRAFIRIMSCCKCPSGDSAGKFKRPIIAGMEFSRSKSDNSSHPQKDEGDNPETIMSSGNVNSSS
S1P3 agonist – S1P3 (human) receptor agonism; 0.1% of 60,000 active; activation, % at 4.5 µM; S1P3 NFAT-BLA reporter cells, FRET ratio; relative to 1 µM S1P, basal subtracted; AID 373;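 active = activation above the screen-wide mean plus 3 SD, cut at about 4.5% in these data, passing the limit was not always enough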; also: some compounds called inactive have numbers as strong as hits
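Assay system: stable CHO line with human S1P3, Gα16, NFAT-BLA reporter; Detection: FRET β-lactamase substrate fluorescence, excitation 405 nm, 460/535 nm emission ratio, background-subtracted; Read-out: percent activation versus median 1 µM S1P response, basal-subtracted, per plate; Incubation: cells plated overnight, compound 4 h 37 °C, substrate 2 h RT.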
HEK293 NFkB inh – lowers PMA/ionomycin-induced NF-kB signal in HEK293 cells; inhibition, % at 3 µM; AID 465; 0.21% of 62,000 active; HEK-293 NF-kB luciferase reporter, luminescence;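 active = inhibition above the mean of all tested compounds plus 3 SD, cut at about 40% in these data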;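 also: 0% = stimulated DMSO wells and 100% = 10 µM reference inhibitor 5653914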
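System – HEK-293 cells with stable firefly luciferase reporter driven by four HIV NF-kB elements · Doses – one dose, 3 µM · Schedule – 1 h compound pre-incubation, 16 h PMA/ionomycin at 37 °C · Technique – luminescence from luciferase substrate reagent · Measure – percent inhibition normalized per plate to DMSO and reference-inhibitor controls · Replicates – tested once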
Numbers without * were called inactive; / = not tested or not shown.

SMILES	HTR1E antagonist	M1 ag	5HT1E ag	Jurkat viability	M1 antag	HER2 expr 66K	S1P1 ag pot	S1P3 agonist	HEK293 NFkB inh
O=C(Cc1ccccc1)N1CCCC1c1ccccc1 (centres undefined)	-12	-0.53	-1.3	5	0.96	135	-28	-1.3	22
COc1ccccc1N(CC(=O)NCc1ccccn1)S(C)(=O)=O	13	-0.47	-0.4	-1	0.54	111	19	-0.9	3
CC1(C)CC(=O)C=C(NCCc2ccc(S(N)(=O)=O)cc2)C1	-5	-0.38	-0.2	-5	0.27	105	/	-0.5	14
COC(=O)C1=C(C)N=C2SC(C)C(=O)N2C1/C=C/c1ccccc1OC (centres undefined)	2	-0.65	0.5	/	0.028	64	46	0.0	/
COc1ccccc1N1CCN(c2nc(C)nc3c2oc2ccccc23)CC1	58*	-0.45	1.6	77*	-0.039	27	-14	-0.9	27
Cc1cc(C)nc(SCNC(=O)c2ccccc2)n1	-11	-0.7	0.7	-5	0.17	/	/	0.5	-2
COc1cc(C(c2sc3nc(C)nn3c2O)N2CCC3(CC2)OCCO3)cc(OC)c1OC (centres undefined)	0	0.037	-0.7	-2	0.092	132	0	-0.2	17
Cn1c(=O)c2c(nc(NCCc3ccccc3)n2Cc2ccccc2)n(C)c1=O	-3	-0.39	-0.1	17	-0.31	72	/	-0.7	4
COc1ccc(-c2cc(=O)[nH]c(NCc3ccccc3)n2)cc1	-5	-0.44	0.2	0	0.076	94	-26	0.2	15
CCOC(=O)CSc1nc2ccccc2c(=O)[nH]1	-6	0.17	-0.8	-4	0.057	98	-13	-0.6	-10
Cc1c(Cl)cccc1NC(=O)CCN1CCCCC1	-1	0.17	-0.2	-3	0.13	110	/	-0.5	17
Cc1cc(C(=O)COC(=O)C2COc3ccccc3O2)c(C)n1CC1CCCO1 (centres undefined)	0	-0.41	-0.5	4	0.55	109	6	-0.1	-1
O=C1OCCC1Sc1nc2ccccc2n1Cc1ccccc1 (centres undefined)	-4	-0.48	-0.4	/	0.045	87	/	/	10
O=C(CC1(C(F)(F)F)OCCO1)Nc1ccc2c(c1)OCO2	11	-1.3	-0.7	-1	0.3	139	15	-1.0	20
CCOC(=O)Oc1ccc2c(c1)C(C)=CC(C)(C)N2C(=O)OCC	1	0.16	-0.3	/	0.12	88	0	-1.0	/
COCCN(C(=O)c1csnn1)C(C(=O)NC1CCCCC1)c1sccc1C (centres undefined)	-15	0.14	-0.5	/	0.15	75	/	/	12
O=C(NC1CCCCC1)c1ccc(S(=O)(=O)NCc2ccco2)cc1	-4	-1.3	0.0	6	-2.4*	88	7	0.3	4
COc1ccc(Cc2nnc(SCC(=O)c3ccccc3)o2)cc1	-5	0.19	-0.5	2	0.51	73	24	-0.6	10
COc1cccc(NC(=O)Cn2nnc(C(=O)Nc3ccccc3)c2N)c1	2	0.058	0.7	/	0.15	70	/	/	2
Cc1noc(C(=O)NCc2ccco2)c1Cl	1	1.2	0.8	6	-0.57	94	-15	-0.8	10
O=c1/c(=C\c2cccn2-c2ccccc2)sc2nc3ccccc3n12	-23	8.4	-0.3	/	-0.13	102	9	-1.1	/
Cc1cc2cc3c(cc2nc1SCC(=O)N1CCN(C(=O)c2ccco2)CC1)OCO3	-9	1.1	-0.2	3	0.097	82	3	-2.0	7
O=C(c1ccco1)N1CCC(c2nc(-c3ccccc3Cl)no2)CC1	1	-1.8	-0.9	-1	-0.042	99	28	-0.5	4
O=C(CSc1nc2ccccc2[nH]1)c1cccs1	-8	0.05	0.0	-7	0.72	74	7	-1.1	-32
O=C(NCc1ccco1)c1ccccc1NS(=O)(=O)c1cccs1	1	0.084	0.2	4	-2.2	85	-14	0.0	12
Cc1cc(C(=O)CN2C(=O)NC(c3ccccc3)(c3ccccc3)C2=O)c(C)n1Cc1ccco1	2	-0.14	1.1	8	-0.17	59	-4	-0.4	11
CCc1nnc(NC(=O)CSc2nnc3scc(-c4ccc(C)cc4)n23)s1	-1	1.2	0.3	-7	1.1	85	-10	-0.6	9
COc1ccc(OC)c(CNC(=O)COc2cc(=O)n(C)c3ccccc23)c1	11	-0.91	-0.4	1	-0.2	114	-53	0.0	1
CN(C)c1ccc(C2N(c3cccc(Cl)c3)C(=O)C3CCCN32)cc1 (centres undefined)	-4	-0.16	0.7	-8	0.19	96	-26	-0.2	4
O=C(CSc1nnc(CN2CCOCC2)n1-c1ccc(Cl)cc1)Nc1cc(Cl)ccc1O	-4	-0.48	-0.5	0	0.39	72	4	-0.2	-2
Cc1ccc(NCc2nnc(SCC(=O)c3ccccc3)o2)c(C)c1	-9	0.46	-0.4	3	-0.15	171	-11	-0.1	9
CC1CN(C(=O)C(C)N2C(=O)c3ccccc3C2=O)CC(C)O1 (centres undefined)	-6	-0.45	0.1	0	1.2	152	/	-1.6	8
CCCn1c(SCc2ccc(Cl)cc2)nc2c1c(=O)[nH]c(=O)n2C	18	1.7	-0.1	5	-0.12	119	-24	-0.2	18
Nc1ccc(SCCN2C(=O)c3ccccc3C2=O)cc1	-1	14*	-0.2	0	0.028	94	11	-1.5	7
Cc1cc(=O)oc2c1ccc1oc(/C(=N/O)c3ccccc3)c(C)c12	11	-0.61	1.2	1	-0.11	37	/	-1.4	9
O=C(c1cnn2c(C(F)(F)F)cc(-c3ccco3)nc12)N1CCCc2ccccc21	-4	-0.91	0.7	0	0.36	107	-12	-0.4	12
COc1ccc(-c2ccc(-c3noc(C4CCCCC4)n3)c(OC)n2)cc1	3	3.9*	0.7	-14	-1.1	141	5	-1.2	-3
CCCc1[nH]nc2c1C(c1ccc(OCCN3CCOCC3)c(OC)c1)C(C#N)=C(N)O2 (centres undefined)	-1	-0.37	0.4	-2	-0.99	106	-16	0.0	32
O=C(Cn1cc2c(n1)CCCC2)Nc1ccccc1Br	-6	-0.13	-0.1	-1	0.54	83	-24	-1.3	7
COc1ccc(Nc2cc(C)nc3ncnn23)c(OC)c1	-6	-0.29	0.7	-9	-0.42	104	-20	0.6	17
CCCC(=O)Nc1ccc(NC(=O)c2ccccc2Cl)nc1	9	-0.027	-1.1	-2	0.63	108	10	0.4	8
COc1ccccc1N1CCN(C(c2cccs2)C(C)NC(=O)c2cccs2)CC1 (centres undefined)	8	0.87	-0.9	/	0.36	48	/	/	8
CCOC(=O)c1cc(-c2nnc(SCC(=O)Nc3ccc(F)cc3)o2)c(C)nc1C	8	-0.081	-0.1	7	-1.2	99	15	-1.4	29
CN(C)c1ccc(C2C3=C(CCCC3=O)OC3=C2C(=O)CCC3)cc1	5	-0.16	0.0	-4	-10*	83	-8	-1.0	1
O=c1c2c([nH]c3ccccc13)CCCCCC2	1	-0.01	-0.8	8	0.42	/	/	-0.7	8
CCC(=O)N(Cc1cc2cc(OC)ccc2[nH]c1=O)c1ccccc1C	16	-0.55	-0.2	8	0.71	105	7	-0.6	20
O=C(Nc1ncc(C(F)(F)F)cc1Cl)C1COc2ccccc2O1 (centres undefined)	5	0.23	-1.9	1	0.16	84	1	-1.0	14
Cc1nn(Cc2ccc(C(=O)Nc3nccs3)cc2)c(C)c1Cl	12	0.43	-0.1	2	0.054	93	4	-1.0	18
COc1ccc(CN2CCN(S(=O)(=O)c3ccc(NC(C)=O)cc3)CC2)cc1OC	-1	-1.5	-1.6	1	-2.7*	129	-8	-0.2	17
CCC(C)(C)n1nnnc1C(c1cc2ccc(OC)cc2[nH]c1=O)N1CCc2ccccc2C1 (centres undefined)	-12	-0.88	2.9	-4	0.0096	53	10	0.7	4
O=c1nc(N(c2ccccc2)c2ccccc2)[nH]c(=O)[nH]1	2	-0.71	0.0	-3	-0.5	139	/	-0.8	9
COc1ccc(-n2nnnc2SCC(=O)c2ccc(O)c(O)c2)cc1	20	11*	0.5	24	-0.0092	115	37	-1.2	15
O=C(Cn1cnc2ccccc2c1=O)Nc1ccc2c(c1)OCCO2	11	0.28	-0.3	11	-1.2	79	-7	-0.7	-10
CCCS(=O)(=O)N1CCC(C(=O)NCCN(C)Cc2ccccc2)CC1	-10	-1.1	-0.1	-8	-0.31	120	-35	-0.9	-2
Cc1nn(-c2ccccc2)c2[nH]c(=O)c(CNCCN3CCOCC3)cc12	-4	-0.24	0.4	1	0.5	124	-2	-0.3	16
O=c1c2cccnc2[nH]c(=S)n1CCCN1CCN(c2ccc(F)cc2)CC1	-1	/	0.4	4	/	84	4	0.0	-1
COc1ccc(Cn2ccnc2)cc1Br	1	-1.1	-0.7	/	-0.082	150	-16	-2.3	/
COc1ccc(C2C(=O)N(C3CCCCC3)CC(=O)N2Cc2ccco2)cc1 (centres undefined)	16	0.69	-1.3	/	-0.94	127	/	/	18
CCCOC(=O)c1cccc(NC(=O)c2cccnc2)c1	17	0.13	0.0	4	0.21	80	-7	-1.4	16
CCOCCCNC(=O)C1CCC(CNS(=O)(=O)c2ccc(F)cc2)CC1 (centres undefined)	3	0.68	-1.0	/	0.51	119	/	/	11

Reprinted at random: four entries already listed.
SMILES	HTR1E antagonist	M1 ag	5HT1E ag	Jurkat viability	M1 antag	HER2 expr 66K	S1P1 ag pot	S1P3 agonist	HEK293 NFkB inh
CCOC(=O)c1cc(-c2nnc(SCC(=O)Nc3ccc(F)cc3)o2)c(C)nc1C	8	-0.081	-0.1	7	-1.2	99	15	-1.4	29
CCCS(=O)(=O)N1CCC(C(=O)NCCN(C)Cc2ccccc2)CC1	-10	-1.1	-0.1	-8	-0.31	120	-35	-0.9	-2
CCC(=O)N(Cc1cc2cc(OC)ccc2[nH]c1=O)c1ccccc1C	16	-0.55	-0.2	8	0.71	105	7	-0.6	20
O=c1c2cccnc2[nH]c(=S)n1CCCN1CCN(c2ccc(F)cc2)CC1	-1	/	0.4	4	/	84	4	0.0	-1

Other entries:
SMILES	HTR1E antagonist	M1 ag	5HT1E ag	Jurkat viability	M1 antag	HER2 expr 66K	S1P1 ag pot	S1P3 agonist	HEK293 NFkB inh
Cc1nc(C)n(CC(O)COc2ccc3cc(Br)ccc3c2)n1 (centres undefined)	-2	-0.32	0.5	0	0.79	98	/	-0.7	9
CCOC(=O)CSc1nnc(Cn2nnc(-c3ccccc3)n2)n1CC	3	-0.49	-0.3	-1	0.09	92	/	-0.4	9
C=CCc1cccc2cc(C(=O)N3CCN(C(=O)c4ccco4)CC3)c(=O)oc12	-10	0.83	0.3	-4	-0.76	/	0	-0.7	-2
Fc1ccc(OCc2nn3cnnc3s2)cc1	-9	/	0.3	5	/	76	-3	0.0	8

Looked up above:
CN(C)c1ccc(C2N(c3cccc(Cl)c3)C(=O)C3CCCN32)cc1 (centres undefined) in HTR1E antagonist is entered as -4
CCC(=O)N(Cc1cc2cc(OC)ccc2[nH]c1=O)c1ccccc1C in M1 antag is entered as 0.71
CCc1nnc(NC(=O)CSc2nnc3scc(-c4ccc(C)cc4)n23)s1 in M1 ag is entered as 1.2
COc1ccc(C2C(=O)N(C3CCCCC3)CC(=O)N2Cc2ccco2)cc1 (centres undefined) in HEK293 NFkB inh is entered as 18
CCCn1c(SCc2ccc(Cl)cc2)nc2c1c(=O)[nH]c(=O)n2C in M1 ag is entered as 1.7
